High-throughput results as filed in PubChem.
CRE Fsk mod – alters forskolin-stimulated CRE reporter signaling in CHO cells; AID 662; Potency, µM (titrated, usually from 38.2 µM), inactives show top-dose activity change, negative = inhibition, most hits filed as activators; CHO CRE-bla reporter (cAMP response element driving beta-lactamase), forskolin EC10, beta-lactamase ratio; 71,000 compounds, 2.5% hits; active = well fitted activation curve with a large enough effect in the signal ratio, with a control signal flat, not every such curve was filed as active; inconclusive = small, poorly fitted or top-dose-only effect, or effect the other way, or a change in a side signal; the % refers to the signal ratio; also: potency is read from the fitted curve at half-maximal effect; % of control where 0% means no effect
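Beta-lactamase reporter under a cAMP responsive element in CHO cells; compounds tested in titration series against EC10 NKH 477, 3 h at 37 °C. Read-out: CCF4 FRET ratio 460nm/530nm (excitation 405nm) giving %Activity, fitted to AC50.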
FLuc inh – inhibitors of firefly luciferase | P08659 | purified firefly luciferase, luminescence, 8 min | Potency, µM (highest dose often 57.1 µM), without a hit: top-dose activity change, negative = inhibition, usual class: inhibitors | 72,000 compounds, 2.2% hits | AID 411; also: potency is read from the fitted curve at half-maximal effect; % is scaled to controls: 0 for no effect and ±100 for the full control effect; nearly all actives have a fitted effect of over 40% in size
Target sequence (P08659 whole entry, looked up): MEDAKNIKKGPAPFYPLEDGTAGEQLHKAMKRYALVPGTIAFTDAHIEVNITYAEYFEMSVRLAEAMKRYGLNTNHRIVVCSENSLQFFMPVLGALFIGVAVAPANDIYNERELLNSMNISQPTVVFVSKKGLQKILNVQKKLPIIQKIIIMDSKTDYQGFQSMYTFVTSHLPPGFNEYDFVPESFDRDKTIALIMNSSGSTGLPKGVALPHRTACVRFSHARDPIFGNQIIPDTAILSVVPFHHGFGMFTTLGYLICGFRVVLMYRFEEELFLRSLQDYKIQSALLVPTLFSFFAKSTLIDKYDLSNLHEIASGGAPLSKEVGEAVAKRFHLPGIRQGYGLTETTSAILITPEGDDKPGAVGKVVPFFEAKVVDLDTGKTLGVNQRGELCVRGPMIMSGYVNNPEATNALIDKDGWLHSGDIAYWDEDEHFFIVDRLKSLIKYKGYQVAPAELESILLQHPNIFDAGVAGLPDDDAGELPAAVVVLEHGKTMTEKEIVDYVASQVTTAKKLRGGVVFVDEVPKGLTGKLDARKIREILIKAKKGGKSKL
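Titration-based qHTS; buffer 50 mM imidazole pH 7.2, 50 mM KCl, 7 mM MgCl2, 10 uM ATP, 0.01% Tween 20, 0.05% BSA; luciferase/luciferin detector mix added after compound; 8 min, ambient; luminescence.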
HBB splice mod – hemoglobin beta splicing modulation; AID 925; 65,000 compounds, 0.06% hits; HBB splicing reporter cell assay, activation; EGFP reporter with mutant IVS2-654 intron; response scale: normalised to 500 nM splice-correcting PNA; Potency, µM (top dose mostly 46.1 µM), for inactives: at the highest dose activation, most hits filed as activators; also: potency is read from the fitted curve at half-maximal effect; 0% is about no effect
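HeLa cells stably expressing EGFP interrupted by mutant beta-globin intron 2 (IVS2-654), 500/well in 2% FCS. Treated with compound for 2 days at 37C. Splicing correction scored as total well GFP intensity (488 nm excitation, 500-520 nm emission); 500 nM antisense PNA served as control.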
A350 autofl – compounds fluorescent in Alexa 350 spectral region; Compound autofluorescence, 340/450 nm, Alexa 350 dye-equivalents; stronger effect = higher value; max dye-equivalent concentration, M; 59,000 compounds, 11% hits; in the data active = max dye-equivalent concentration above about 10 nM; inconclusive = mostly about 1.1 nM to 9.6 nM
GFP derepression – epigenetic modulators derepressing GFP locus in mouse cells; mouse C127i GFP locus derepression, cytometry, 30 h; Potency, µM (top dose mostly 46.1 µM), without a hit: at the highest dose GFP derepression (activation); 68,000 compounds, 0.09% hits; also: % of control where 0% means no effect
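Locus derepression in mouse mammary C127i cells whose integrated CMV-GFP reporter is normally silent; GFP expression after 30 h compound treatment was quantified by counting fluorescent cells.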
4MU fluor – compound fluoresces in the 4-MU spectral region. compound autofluorescence, 340/450 nm, 4-MU equivalents; stronger effect = higher value. 59,000 compounds, 11% hits. max dye-equivalent concentration, M; in the data active = max dye-equivalent concentration above about 10 nM; inconclusive = mostly about 1.1 nM to 9.6 nM
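Intrinsic fluorescence at 340/450 nm (ex/em) was read after 15 min at room temperature in pH 8.0, 100 mM Tris. Each compound concentration expressed as 4-MU-equivalent concentration from a six-point 4-MU standard series on each plate.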
Hsp90 Hop PPI – changes Hsp90-Hop TPR2A binding signal, up or down; AlphaScreen TPR2A-His6 binding biotin-Hsp90 C-terminal peptide; Potency, µM (series often up to 57 µM), without a hit: at the top dose activity change, negative = inhibition; 71,000 compounds, 0.44% hits; AID 595; active = well fitted curve in either direction with a large enough effect; inconclusive = small, poorly fitted or top-dose-only effect, or another doubt; also: potency is read from the fitted curve at half-maximal effect; % is scaled to controls: 0 for no effect and ±100 for the full control effect; many of its hits are not listed in these tables
Ub-GFP proteasome – ubiquitin-GFP accumulation via proteasome inhibition. Ubiquitin-GFP reporter cells, proteasome inhibition, GFP fluorescence; response scale: untreated = 0%, 10 µM MG-132 = 100%. Potency, µM (titrated, usually from 45.9 µM), for inactives: top-dose activation (GFP accumulation), most hits filed as activators. AID 526. 67,000 tested, under 10 active; active = well fitted activation curve with a large enough effect, not every such curve was filed as active; inconclusive = small, poorly fitted or top-dose-only effect, or another doubt; inactive = no such curve, though single readings can be large or run the other way; also: potency is read from the fitted curve at half-maximal effect
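U2OS cells expressing ubiquitin(G76V)-GFP, seeded overnight in 0.5% FBS medium, then treated 4 hr at 37 C across 46 uM to 2.9 nM. GFP-positive cells counted by laser cytometry (488 ex/515 em); %activity scaled between basal and 10 uM MG-132.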
Fluorescein autfl – compound autofluorescence in fluorescein spectral region | Compound autofluorescence, 480/540 nm, fluorescein-equivalent; stronger effect = higher value | 59,000 compounds, 0.91% hits | AID 593 | max fluorescein-equivalent concentration, M; in the data active = max fluorescein-equivalent concentration above about 10 nM; inconclusive = between about 1.1 nM and that limit
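Each compound is tested across a concentration series in 100 mM Tris buffer at pH 8.0. After 15 min at room temperature, plates are imaged with 480 nm excitation and 540 nm emission filters, and intensities are converted to fluorescein-equivalent values.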
ERK AVP inh – inhibitors of vasopressin-stimulated ERK signaling pathway. 72,000 compounds, 0.99% hits. Potency, µM (series often up to 57.5 µM), for inactives: at the highest dose activity, negative = inhibition, usual class: inhibitors. HEK293-V1b, vasopressin-stimulated pERK AlphaScreen; also: potency is read from the fitted curve at half-maximal effect; % is scaled to controls: 0 for no effect and ±100 for the full control effect; nearly all actives have a fitted effect of over 55% in size
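Phosphorylated ERK1/2 detected via AlphaScreen bead proximity in lysates of V1b-expressing HEK293 cells given 25 nM vasopressin for 5 min after 30 min compound exposure (37 °C). AC50 from Hill equation; basal DMSO 0%, vasopressin 100%.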
Texas Red fluor – compounds fluorescent in Texas Red spectral region; max dye-equivalent concentration, M; AID 587; Compound fluorescence, Texas Red channel, 547/618 nm; stronger effect = higher value; 59,000 compounds, 0.06% hits; in the data active = max dye-equivalent concentration above about 10 nM; inconclusive = between about 1.1 nM and that limit
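Dye-equivalent concentrations come from scaling compound signal (ex 547, em 618 nm) to six Texas Red standard concentrations run on every plate, after 15 min room-temperature incubation in pH 8.0 Tris (100 mM).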
The depositor's hits bear a star; i = inactive; ? = inconclusive; / = not tested or not shown; [ ] = dose if it differs, or a comment. Unless noted, calls follow the shape of the dose curve; as a rule, active = well fitted curve in the direction sought with a large enough effect; inconclusive = small, poorly fitted or top-dose-only effect, or another doubt; inactive = no such curve, though single readings can be large; an effect the other way counts as inactive or inconclusive.

| SMILES | GFP derepression | Hsp90 Hop PPI | Texas Red fluor | A350 autofl | HBB splice mod | CRE Fsk mod | Ub-GFP proteasome | ERK AVP inh | Fluorescein autfl | 4MU fluor | FLuc inh |
| --- | --- | --- | --- | --- | --- | --- | --- | --- | --- | --- | --- |
| COC(=O)c1sccc1NC(=O)c1ccc2c(c1)OCO2 | -2% | -4% | / | / | -0.2% | ? | -10% | -2% | / | / | -5% |
| CC1(C)CC(=O)C2=C(C1)Oc1ncn(CCO)c(=N)c1C2c1ccccc1 (stereo unspecified) | 0% | -9% | i | ? | 2.3% | -3% | 7% | -16% | i | i | 1% |
| COc1ccc(CN(C(=O)CSc2nnc(-c3ccccc3F)o2)c2ccc(F)cc2)cc1 | -2% | 18% | i | i | 2.0% | 8% | -1% | -1% | ? | i | 8% |
| COCCCNC(=O)CCN1C(=O)COc2ccccc21 | 2% | -1% | i | ? | 1.8%[57.5 µM] | 7% | 2% | -9% | i | i | 1% |
| O=C(c1ccccc1)c1cccn1CC(=O)N1CCCCCC1 | -1% | -2% | i | i | -3.4% | ? | -1% | -9% | i | i | 1% |
| OC(CNCc1ccco1)Cn1c2ccccc2c2ccccc21 (stereo unspecified) | 0% | -15% | i | i | / | -8% | -2% | ? | i | i | 3% |
| O=C1NC(c2cccnc2)C(C(=O)c2cccs2)C(O)(C(F)(F)F)N1 (stereo unspecified) | 2% | -5% | i | i | / | -1% | 3% | -4% | i | i | 3% |
| Cc1nnc(SCC(=O)c2c(N)n(C)c(=O)n(C)c2=O)n1Cc1ccccc1 | 5% | 2% | i | i | 1.2%[57.5 µM] | -1% | -5% | ? | i | i | 5% |
| Cc1ccc2[nH]c(=O)c(CNC(C)C)cc2c1 | -2% | -2% | i | 4e-08M* | 1.8%[57.5 µM] | -4% | -3% | 0% | i | 3e-08M* | 3% |
| CC(=O)NCC(=O)NC(C(=O)Nc1ccc2c(c1)OCCO2)c1ccc(C)cc1 (stereo unspecified) | 4% | -6% | i | i | 0.5% | -8% | -1% | 30%[activator] | i | i | -2% |
| CC(=O)OC(C)(C)N=Nc1ccc(Br)cc1 | -2%[9.22 µM] | ? | i | i | 3.5%[9.22 µM] | -14%[7.6 µM] | 6%[9.17 µM] | / | i | i | 4%[11.4 µM] |
| Cc1ccc(S(=O)(=O)c2cc3c(=O)n4cc(C)ccc4nc3n(CC3CCCO3)c2=N)cc1 (stereo unspecified) | -2% | -3% | ? | 4.3e-08M* | -3.3%[0.369 µM] | ? | 3% | -12% | ? | 4.2e-08M* | 0% |
| CCOc1cc2[nH]c(=S)n(CCCN3CCCC3=O)c(=O)c2cc1OCC | ? | -5% | i | i | 1.5%[0.369 µM] | 0% | 3% | -28% | i | i | 2% |
| CCOC(=O)c1c(N)c(C#N)cn1-c1ccccc1 | 0% | -5% | i | ? | -1.0% | ? | 2% | -8% | i | i | 6% |
| Cc1nc2ncnn2c(Nc2ccc3c(c2)OCO3)c1Cc1ccccc1 | 4% | -6% | i | i | / | ? | -5% | 25µM* | i | i | 1% |
| Cc1nc2ccccc2c2oc(C(=O)NCCN3CCCCC3C)cc12 (stereo unspecified) | -3% | -4% | / | / | -0.9% | ? | -6% | ? | / | / | -1% |
| Cc1nc2nc(COc3ccccc3)[nH]n2c(=O)c1Cc1ccccc1 | 3% | -3% | i | i | -1.3% | 6% | -1% | -3% | i | i | 1% |
| O=C(O)COc1c(Cl)cc(Cl)c2cccnc12 | 6%[9.22 µM] | -3%[11 µM] | i | ? | 2.2%[9.22 µM] | -11%[7.6 µM] | 5%[9.17 µM] | -2%[11.5 µM] | i | ? | 4%[11.4 µM] |
| COc1ccccc1N1CCN(C(=O)Cn2nnc(-c3cccs3)n2)CC1 | -2% | -2% | i | i | -0.5%[57.5 µM] | -7% | -3% | 1% | i | i | 2% |
| Cc1cc(C)n(-c2nc3ccccc3c(=O)n2OCC(=O)Nc2c(C)cccc2C)n1 | -1% | -5% | i | i | 2.2% | ? | -10% | ? | ? | i | 2% |
| COc1ccc(C(=O)Nc2cccc(N(C)S(C)(=O)=O)c2)cc1OC | 2% | -4% | i | 2.5e-07M* | -0.5% | 17% | 5% | -16% | i | 2.4e-07M* | ? |
| Cc1c(Cl)cccc1N1C(=O)CC(N(O)c2ccccc2)C1=O (stereo unspecified) | 0% | -4% | ? | i | 3.3%[1.84 µM] | -23% | 7% | -21% | i | i | -4% |
| Cn1c(SCC(=O)N2CCOCC2)nc2cccnc21 | 1% | 0% | i | i | 0.0% | -1% | -4% | -17% | ? | i | 2% |
| CCOC(=O)Cc1nnc(Nc2cccc(O)c2)c2ccccc12 | -3%[20.6 µM] | / | ? | i | / | / | / | / | i | i | -2%[25.5 µM] |
| Cc1nc2oc3c(NCc4ccccc4)ncnc3c2c2c1COC(C)(C)C2 | -2% | -5% | i | ? | -2.0%[57.5 µM] | 5µM* | 1% | ? | i | i | 1% |
| Cc1ccccc1N1C(=O)c2cc(S(N)(=O)=O)c(Cl)cc2N[C@H]1C | 3%[20.6 µM] | -1%[26 µM] | i | 1.5e-07M* | 1.6%[20.6 µM] | -2%[17.1 µM] | 2%[20.5 µM] | -11%[25.7 µM] | i | 1.7e-07M* | 1%[25.5 µM] |
| Cc1ccc(-c2nc(NC(=O)CSc3nnnn3-c3ccccc3)ns2)cc1 | -3% | -2% | i | i | 0.7% | ? | -14% | 17% | ? | i | 0% |
| Nc1ccc(-c2cnc(-c3ccc(N)cc3)nc2)cc1 | 1% | 2% | ? | i | / | 3% | 3% | -7% | i | i | 13µM* |
| COC(=O)CN1C(=O)CC(C)(C)Sc2ccccc21 | 0% | -2% | / | / | 0.3% | 1% | 13% | -12% | / | / | -4% |
| CCCn1c(C)nc2c(c1=O)c1nc3ccccc3nc1n2-c1ccc2c(c1)OCCO2 | 0% | -3% | ? | 1.5e-08M* | -0.4%[0.369 µM] | 19% | 2% | 0% | ? | 1.4e-08M* | -1% |
| Cc1nc(NCc2ccco2)nc2c1C(=O)CC(C)C2 (stereo unspecified) | -3% | -4% | i | i | 1.0% | ? | 9% | ? | i | i | 1% |
| Cn1cccc1-c1nc2ccc(NC(=O)c3ccco3)cc2[nH]1 | 0% | -26% | i | i | 0.1% | ? | 4% | -25% | i | i | ? |
| COc1ccccc1CN1CCC2(CC1)CCN(S(=O)(=O)c1ccccc1)CC2 | 0%[9.22 µM] | -1% | i | i | 2.3% | 0% | 4% | -1% | i | i | 2%[11.4 µM] |
| COCCN1Cc2cccc(C(=O)NCc3ccc4c(c3)OCO4)c2C1=O | 4% | -10% | i | i | -2.1% | 21% | 6% | 8% | i | i | 2% |
| Cn1c(=O)cc(NCc2ccccc2)[nH]c1=O | ? | / | i | i | / | / | / | / | ? | i | 0%[25.5 µM] |
| CN(c1cc(=O)n2ccccc2n1)C1CCCCC1 | -1% | -1% | i | ? | -1.8% | ? | -2% | 3% | ? | ? | -5% |
| CNc1oc(C)nc1S(=O)(=O)c1ccc(C)cc1 | 1% | -2% | i | i | -0.8% | -2% | -1% | 1% | i | i | 1% |
| O=C1c2ccccc2C(Nc2ccc(S(=O)(=O)N3CCCCCC3)cc2)N1Cc1ccco1 (stereo unspecified) | -2% | -11% | / | / | -1.4% | -5% | -1% | -15% | / | / | -1% |
| Cc1cc(NC(=O)c2ccccc2Oc2ccccc2)no1 | 2% | -1% | i | i | -0.1%[57.5 µM] | ? | -1% | 0% | i | i | 0% |
| Cc1ccc2c(CC(=O)Nc3sccc3C(N)=O)coc2c1 | 2% | -5% | ? | i | 0.0%[57.5 µM] | ? | 1% | -22% | i | i | -18% |
| CCCNC(=O)c1ccc(CNc2c(N3CCC(C(=O)OCC)CC3)c(=O)c2=O)cc1 | -2% | -9% | i | i | 1.5% | -8% | -7% | -5% | i | i | 2% |
| N#CC1=C(SCC(=O)Nc2cccc3cccnc23)NC(=O)C(C#N)C12CCCCC2 (stereo unspecified) | 2% | 1% | ? | i | -1.0% | ? | 0% | -28% | i | i | 0% |
| Cc1cnc(CNc2cc(-c3cccc(C#N)c3)ncn2)cn1 | 2%[9.22 µM] | 9% | i | i | -0.9% | ? | 6% | -11% | ? | i | -1%[2.29 µM] |
| O=C(Nc1ccc(Cl)cc1F)C1CCN(S(=O)(=O)c2cccnc2)CC1 | -2% | -5% | i | i | -1.3% | ? | 2% | 9% | i | i | -1% |
| CCOC(=O)CN1CC23C=CC(O2)C(C(=O)Nc2ccc(OCC)cc2)C3C1=O (stereo unspecified) | -2% | 3% | / | / | 0.1% | -1% | 7% | 11% | / | / | -1% |

Some of the compounds tested; rates above refer to the full screens.
